MsrA inhibitor – bovine MsrA inhibition. purified bovine MsrA, absorbance read-out. inhibition, % at 15.5 µM. 360,000 tested, 0.75% active. AID 651718; in the data active = inhibition above about 4.5%;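 note: 0% = vehicle wells with enzyme and 100% = reference inhibitor wells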
Tb MetRS inh – Trypanosoma brucei MetRS inhibition; inhibition, % at 11.9 µM; purified T. brucei MetRS, ATP depletion, Kinase-Glo luminescence; 360,000 tested, 0.4% active;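 active = inhibition above a per-plate cutoff of the control wells' mean inhibition plus 3 SD, cut at about 5.5% in these data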;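 note: 0% = DMSO wells median and 100% = median of wells with control inhibitor compound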
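System: purified T. brucei MetRS enzyme / Detection: Kinase-Glo luciferase luminescence reporting remaining unconsumed ATP / Medium: HEPES buffer with MgCl2, KCl, DTT, spermine, BSA, pyrophosphatase / Replication: singlicate, one well per compound / Evaluation: percent inhibition relative to median high and low control wells / Schedule: 2 h aminoacylation at 25 °C after 15 min preincubation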
Rin1 Abl inh – inhibitors of human Rin1-Abl protein interaction; P00519+Q13671; TR-FRET Rin1/Abl binding, biochemical; inhibition, % at 7.35 µM; 360,000 tested, 0.4% active; in the data active = inhibition above about 5%, passing the limit was not always enough
FAS-TE inh – inhibitors of human fatty acid synthase thioesterase domain; inhibition, % at 15 µM; P49327; 360,000 tested, 0.67% active; recombinant FAS-TE, OMFH fluorogenic substrate, fluorescence endpoint;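 active = compounds whose normalised, plate-corrected inhibition of enzyme fluorescence in the single-dose primary screen is 50% or more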;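 note: 0% = DMSO with enzyme and 100% = substrate without enzyme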
PABP1 MLLE inh – blocks PAM2 peptide binding to the PABP1 MLLE domain; P11940; GST-MLLE / FITC-PAM2 fluorescence polarization; inhibition, % at 20 µM; 360,000 tested, 0.36% active; in the data active = inhibition above about 35%, passing the limit was not always enough;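 note: plate controls were DMSO wells with GST-MLLE for no effect and wells lacking GST-MLLE protein for full effect; some results filed as inactive read as strong as hits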
CSN inh – CSN deneddylation inhibition. AID 651999. inhibition, % at 12.5 µM. Purified CSN, SCF-Nedd8-OG deneddylation, fluorescence polarization. Q92905. 360,000 tested, 0.38% active;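 active = pattern-corrected inhibition above about 35%, with an unprinted fluorescence ratio check between 0.5 and 1.5, limit read from the data, passing the limit was not always enough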;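 note: 0% = enzyme with substrate and 100% = substrate without enzyme; some results filed as inactive read as strong as hits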
Target sequence (Q92905 whole entry, looked up, one chain of several): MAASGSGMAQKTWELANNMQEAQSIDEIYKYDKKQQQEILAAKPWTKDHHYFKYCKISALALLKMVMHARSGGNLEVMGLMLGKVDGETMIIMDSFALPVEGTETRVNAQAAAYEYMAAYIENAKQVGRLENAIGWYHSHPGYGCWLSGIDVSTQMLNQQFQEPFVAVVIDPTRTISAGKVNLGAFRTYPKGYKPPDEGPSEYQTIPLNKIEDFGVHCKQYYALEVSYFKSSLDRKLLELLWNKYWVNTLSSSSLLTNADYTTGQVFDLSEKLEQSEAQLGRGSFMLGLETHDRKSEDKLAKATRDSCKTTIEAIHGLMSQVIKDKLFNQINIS
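Assay system: Purified human Csn5 enzyme expressed in HEK293T cells | Amount: Enzyme 0.24 nM | Measured by: Fluorescence polarization readout | Medium: Tris/NaCl/DTT buffer, pH 7.5 | Compound dosing: One concentration, 12.5 µM, 0.25% DMSO | Times: 90 min incubation of compound, enzyme and substrate at room temperature | Control set: no-enzyme wells high, enzyme-with-substrate wells low | Read-out: % inhibition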
E coli Lon inh – inhibitors of E. coli Lon protease; P0A9M0; purified E. coli Lon protease, fluorescence polarization; inhibition, % at 7.94 µM; 360,000 tested, 0.42% active; AID 602123; in the data active = inhibition above about 13%, passing the limit was not always enough;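 note: 0% = enzyme with probe and DMSO and 100% = no enzyme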
bovine MsrA act – activators of bovine methionine sulfoxide reductase A | 360,000 tested, 0.3% active | activation, % at 10.6 µM | purified bovine MsrA, absorbance read-out | AID 602163; in the data active = activation above about 7.5%;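 note: 0% = vehicle and 100% = reference activator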
Neddyl block – blocks human cullin neddylation; calls only at 25 µM; 360,000 tested, 0.58% active; TR-FRET cullin neddylation, biochemical; AID 651699; P61081+Q13564; in the data active = inhibition above about 36%
Target sequence (P61081 whole entry, looked up): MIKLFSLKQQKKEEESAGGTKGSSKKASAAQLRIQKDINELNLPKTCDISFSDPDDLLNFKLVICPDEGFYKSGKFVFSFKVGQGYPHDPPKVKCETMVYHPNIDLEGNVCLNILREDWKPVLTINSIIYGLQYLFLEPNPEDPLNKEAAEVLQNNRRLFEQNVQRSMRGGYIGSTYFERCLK
Target sequence (Q13564 whole entry, looked up): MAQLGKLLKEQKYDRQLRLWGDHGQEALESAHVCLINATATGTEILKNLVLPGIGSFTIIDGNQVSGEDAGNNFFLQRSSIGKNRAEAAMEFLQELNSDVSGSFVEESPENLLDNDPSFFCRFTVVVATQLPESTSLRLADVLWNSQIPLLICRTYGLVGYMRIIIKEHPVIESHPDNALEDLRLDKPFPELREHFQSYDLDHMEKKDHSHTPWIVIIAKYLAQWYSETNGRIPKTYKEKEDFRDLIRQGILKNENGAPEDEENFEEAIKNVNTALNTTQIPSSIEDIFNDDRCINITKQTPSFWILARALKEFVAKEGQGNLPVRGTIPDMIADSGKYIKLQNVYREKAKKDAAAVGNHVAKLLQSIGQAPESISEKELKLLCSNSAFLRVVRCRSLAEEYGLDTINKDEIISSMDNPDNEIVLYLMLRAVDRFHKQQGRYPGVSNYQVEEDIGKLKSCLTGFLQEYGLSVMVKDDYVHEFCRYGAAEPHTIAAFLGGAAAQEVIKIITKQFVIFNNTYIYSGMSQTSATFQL
* marks the source's active call; other numbers are inactive results; i = inactive; . = not tested or not shown; & = joins results of further samples.

Structure	PABP1 MLLE inh	Tb MetRS inh	E coli Lon inh	Neddyl block	MsrA inhibitor	FAS-TE inh	CSN inh	bovine MsrA act	Rin1 Abl inh
O=C(CN1CCN(S(=O)(=O)c2ccc(Cl)s2)CC1)N1CCCCC1	11	-0.1	8	i	-0.3	-7	-1	-10	1
Cc1cnc(C(=O)OCC(=O)NC(=O)c2ccccc2)cn1	-21	-0.2	-7	i	-0.1	-3	-4	1	0
Cc1ccc2cccc(OCCCOc3ccccc3CO)c2n1	-3	-1.8	6	i	-0.2	3	0	-4	2
CC12CCC(=O)N1C(C(=O)NNC(=O)c1cccc(Cl)c1)CS2 (stereo not drawn)	11	-0.2	-5	i	0.2	-4	-4	-2	5
COC(=O)/C=C1\SC(=Nc2ccccc2)NC1=O	-2	2.3	-4	i	3.0	-10	-9	-4	-1
CCOC(=O)c1cncc(NC(=O)c2ccccc2)c1	2	-0.7	3	i	0.4	-11	-5	-2	-1
CC(C)OP(=O)(c1ccc(N(C)C)cc1)C(O)c1cccnc1 (stereo not drawn)	0	0.0	-6	i	0.3	-5	-1	-2	-1
OC(c1cccc(Cl)c1)c1nc(-c2csc3ccccc23)cs1 (stereo not drawn)	8	-0.2	-5	i	1.4	22	-2	-2	0
COC(=O)c1c(NC(=O)Cc2cccs2)sc2c1CCCC2	12	-0.3	-5	i	1.4	14	5	-13	-5
COc1cccc(CN2CCCN(S(=O)(=O)c3ccc(Br)cc3)CC2)c1	1	-1.3	0	i	.	12	0	-14	2
CCN1C(=O)C2(C(C#N)=C(N)Oc3n[nH]c(-c4ccccc4)c32)c2ccccc21 (stereo not drawn)	-5	-0.9	-6	i	-0.5	-6	-2	-6	-2
CCN1CCN(Cc2c3ccccc3cc3ccccc23)CC1	10	-0.6	-1	i	1.5	-5	1	-2	0

Record cards, as listed above.
COc1cccc(CN2CCCN(S(=O)(=O)c3ccc(Br)cc3)CC2)c1 in the list: PABP1 MLLE inh = 1; Tb MetRS inh = -1.3; E coli Lon inh = 0; Neddyl block = i; MsrA inhibitor = .; FAS-TE inh = 12; CSN inh = 0; bovine MsrA act = -14; Rin1 Abl inh = 2
Cc1cnc(C(=O)OCC(=O)NC(=O)c2ccccc2)cn1 in the list: PABP1 MLLE inh = -21; Tb MetRS inh = -0.2; E coli Lon inh = -7; Neddyl block = i; MsrA inhibitor = -0.1; FAS-TE inh = -3; CSN inh = -4; bovine MsrA act = 1; Rin1 Abl inh = 0

(cont.)
Structure	PABP1 MLLE inh	Tb MetRS inh	E coli Lon inh	Neddyl block	MsrA inhibitor	FAS-TE inh	CSN inh	bovine MsrA act	Rin1 Abl inh
Cc1ccc(CN=Cc2[nH]c3ccc(Br)c(Cl)c3c2O)cc1	36	-0.1	-25	i	0.0	10	0	2	1
CC(C)Nc1nc(NC(C)C)nc(Oc2ccc(OCc3ccccc3)nn2)n1	3	-1.1	-13	i	-0.8	6	-3	-2	2
COc1cc(OC)cc(C(=O)Nc2ccc(-c3nc4ccccc4o3)cc2)c1	-10	-0.8	5	.	1.0	20	-2	-2	-3
Cn1c(CN2CCOCC2)nnc1SCC(=O)Nc1ccc2c(c1)OCCO2	-4	-1.1	10	i	-1.2	-5	-5	-7	-1
O=C(Nc1cccnc1)c1sc2cccc(F)c2c1Cl	8	0.6	-8	i	-0.6	3	-1	1	-2
CSCCC(NC(=O)c1ccccc1)C(=O)NNC(=O)c1ccccc1 (stereo not drawn)	-8	-0.5	2	i	-0.6	-2	-1	-2	1
O=C(NCc1ccco1)C(c1ccccc1)N(CC1CCCO1)C(=O)Cn1nnc2ccccc21 (stereo not drawn)	-3	-1.2	2	i	-0.3	-3	-6	-11	2
COc1ccc(NC(=O)c2oc3ccccc3c2C)cn1	19	-0.3	-5	i	0.1	1	1	-7	3
FC(F)(F)c1nnc2ccc(N3CCCCC3)nn12	5	-0.6	5	i	-0.3	0	0	-3	-3
CC(C)(C)NC(=S)N/N=C/c1c(Cl)cccc1Cl	20	-0.2	-16	i	-0.1	5	-1	-2	-2
C=CCSc1nc2sc(C)c(C)c2c(=O)[nH]1	-10	-0.1	-10	i	1.5	-7	1	-1	0
C=CCn1c(SCC(=O)Nc2sccc2C(N)=O)nc2sc(CC)cc2c1=O	-21	-0.2	-18	i	0.7	16	6	1	-1
COc1ccc(OC)c(NC(=O)COC(=O)c2ccc(OC)c(S(=O)(=O)N3CCCC3)c2)c1	-1	-0.3	-10	i	0.5	8	-3	-3	2
COC(=O)c1ccc(/C=C2\N=C(SC)SC2=O)cc1	24	-0.3	4	i	0.8	-3	4	-2	-2
O=C(c1cc(C2CC2)on1)N1CCOCC1	-19	0.0	7	i	-0.5	-5	6	0	2
Fc1ccc(-n2nnc(-c3cccnc3Cl)n2)cc1	9	-0.4	-2	i	-0.5	1	-2	-1	2
CC(C)(C)OC(=O)C(C(=O)OC(C)(C)C)c1ccc(Cl)nn1	-1	0.2	-9	i	-0.8	2	0	-1	-4
C#CCOc1c(Cl)cc(/C=N/O)cc1OC	10	-0.5	-2	i	3.0	-9	-5	-9	1
CN1CCN(S(=O)(=O)c2ccc(NC(=O)c3ccc(Br)o3)cc2)CC1	3	0.6	1	i	-0.7	-2	-2	1	0
CCCc1nc2ccccc2c(=O)n1NC(=O)c1c(O)c2cccc3c2n(c1=O)CCC3	1	0.3	-6	i	-1.3	13	1	-1	2
O=C(COc1ccccc1F)Nc1ccc(S(=O)(=O)Nc2nccs2)cc1	-5	-0.6	4	i	-0.6	0	5	-9	0
CCOC(=O)C1=CN(Cc2cccc(F)c2)S(=O)(=O)NC1c1ccc(F)c(Cl)c1 (stereo not drawn)	-16	-1.2	6	i	-0.7	28	4	0	-2
COc1ccccc1N1C(=O)C2C(C(=O)c3ccccc3)=NN(c3ccccc3OC)C2C1=O (stereo not drawn)	-37	0.8	-15	i	1.8	20	9	0	2
CCOCCCNC(=O)c1cn(C)c2ccc(S(=O)(=O)N3CCCCC3)cc2c1=O	-4	-0.2	5	i	0.3	-11	1	-10	-7
O=C(NCc1ccco1)NC12CC3CC(CC(C3)C1)C2	2	-2.1	-5	i	-0.2	0	3	-4	2
COC(=O)c1ccc(CSc2ncn[nH]2)o1	14	-0.1	3	i	-0.8	-10	-1	-2	1
COc1ccc(C2CC(=O)c3cc(OC)c(OC)cc32)cc1OC (stereo not drawn)	-3	-0.6	0	i	1.8	-4	2	-3	1
Cn1c(=O)c2c(nc(NCc3ccc4c(c3)OCO4)n2Cc2ccccc2)n(C)c1=O	-6	-0.4	10	i	0.4	5	2	-10	-3
CCC(C)(C)C(=O)Nc1cc([N+](=O)[O-])ccc1Cl	6	0.5	4	i	-0.1	-10	-7	-3	1
O=C(CN1C(=O)c2cccc3cccc1c23)Nc1ccc(S(=O)(=O)Nc2nccs2)cc1	.	-1.0	0	.	1.8	.	.	0	-9
CCC(C)NC(=O)CSc1n[nH]c(=O)n1CCc1ccccc1 (stereo not drawn)	-7	-0.5	-6	i	0.7	-5	2	-4	3
Cc1ccc(S(=O)(=O)NC(C)(C)CN2CCCCC2)cc1	-1	-1.3	3	i	0.6	-6	1	-11	1
COCC(=O)Nc1cccc2ccccc12	-12	-0.7	1	i	2.5	3	2	11*	0
O=C1C2CCCCC2C(=O)N1c1ccc(S(=O)(=O)Nc2ncccn2)cc1 (stereo not drawn)	-7	-0.5	-3	i	-1.7	-4	-6	-7	2
O=c1c2[nH]c3ccc(F)cc3c2ncn1CC1CCCO1 (stereo not drawn)	0	0.0	6	i	.	-4	1	-2	-1
COc1ccc(-c2oc3cc(OC)c(O)c(OC)c3c(=O)c2OC)cc1O	-1	-0.2	-11	i	1.0	9	4	1	-3
COc1ccc(NC(=O)CCN2CCC(C)CC2)cc1	-14	0.1	-2	i	-1.3	-5	-2	-3	-1
Cc1ccc(S(=O)(=O)N2CCOCC2)cc1NC(=O)COC(=O)c1ccc2c(c1)OCCO2	-10	-0.8	6	i	1.0	8	1	-8	7
CCCCCCSc1cccc(-c2nc3ccc(Cl)cn3c2NCCCC)c1	-13	0.3&0.2	-5&-5	.	1.1&1.3	13&33	6&1	-1&-3	-1
Cc1cc(C)c(S(=O)(=O)CCC(C)C)c(=O)[nH]1	-5	-0.7	-4	i	3.0	-4	-4	8	0
CC(C)(C)CN1CCN(CCCc2ccccc2)C(CCO)C1 (stereo not drawn)	-2	-0.9	-6	i	0.1	-4	-2	0	6
COc1cc(C(O)c2nc(-c3cccc(F)c3)cs2)ccc1F (stereo not drawn)	-5	-0.4	-14	i	0.5	18	4	-9	-3
Cc1ccc(C)c(N(CC(=O)NCc2ccco2)C(=O)CNS(=O)(=O)c2ccccc2)c1	5	0.2	5	i	0.9	3	4	-1	3
O=C(CC1NC2CCCCC2NC1=O)Nc1cccc(C(F)(F)F)c1 (stereo not drawn)	-6	-1.3	-6	i	-0.6	-8	-1	-13	1
CCO[C@@H]1OC(C(=O)NC2CC2)=C[C@H](C(C)(C)C)[C@H]1CCCO	-19	-0.1	2	i	-0.7	-9	3	-3	-4
CCOc1ncccc1C(=O)OC(C)C(=O)Nc1ccc(Cl)cn1 (stereo not drawn)	4	0.0	0	i	-0.3	3	-5	2	8.2*
Cc1noc(C)c1C(=O)N1CCC1(C)C(=O)NS(=O)(=O)c1cccc(F)c1 (stereo not drawn)	1	-0.1	-11	i	2.3	-6	5	-3	-1
COc1cc2sc3ccc(-c4ccc(CN5CCOCC5)cc4)cc3c(=O)c2cc1OC	-5	0.0	-4	i	1.2	22	3	-2	1
CCCCCCCCN1C(=O)[C@H](CC(=O)NCc2cccc3ccccc23)C[C@@]2(C(=O)OC)CC(C)(C)CC=C12	.	0.3	.	i	-0.3	.	1	.	.
Nc1ccc2c(c1)N1CCN=C1S2	12	-1.3	-2	i	-0.1	-137	-2	-7	-2
CC(C)CCNC(=O)COc1ccc2c3c(c(=O)oc2c1)CCC3	-28	-0.2	0	i	0.8	2	28	-3	-3
O=C(NNC1=C(C(=O)C(F)(F)F)CCC1)c1ccc(Cl)cc1	0	-0.6	-12	i	-0.7	14	0	-4	-5
O=C(c1cccn(Cc2cccc(Cl)c2)c1=O)N1CCOCC1	-3	0.5	-3	i	0.4	-9	-5	0	4
COc1ccc(OC)c(NC(=O)CSc2nnc(CCCO)n2-c2ccccc2)c1	-8	-1.3	5	i	1.5	-8	-3	-6	3
COc1cc(C(=O)NNC(=O)C2CC=CCC2C(=O)O)cc(OC)c1OC (stereo not drawn)	12	0.4	7	i	0.1	-12	-17	-3	1
CSCC(=O)Nc1nc(-c2ccc3c(c2)OCCO3)cs1	7	0.6	-5	i	-0.3	11	-2	-1	1
CC1Cc2ccccc2N1CC(=O)Nc1cccc(S(N)(=O)=O)c1 (stereo not drawn)	3	0.1	-1	i	2.2	0	-6	-4	-3
CCOC(=O)c1c(NC(=O)COC(=O)C2CC2C)sc(C)c1C (stereo not drawn)	1	-0.5	-2	i	0.6	27	1	7	1
C/C(N)=C(/C#N)C(=O)CSc1nnc(NC(C)C)s1	18	-1.0	12	i	-0.5	-6	12	-2	5
